# Platelet DG rel: modulates dense granule release in human platelets; human platelet-rich plasma, SFLLRN dense granule ATP release, luminescence; inhibition, %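 (compounds screened at 7.5 µM in platelet-rich plasma)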; actives 0.22% (n = 300,000);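 active means mean replicate score, as percent of positive control, at or above 50; inconclusive means mean below 50 but at least one replicate at or above 50; inactive means mean and every replicate below 50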
# GSK3 alpha inh: blocks human GSK-3 alpha kinase. P49840. ADP-Glo luminescence, 60 min. inhibition, % at 10 µM. actives 0.1% (n = 320,000). AID 2650;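 in the data active means inhibition above about 50%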;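 further: GST-tagged GSK-3 alpha with peptide substrate and 25 µM ATP; 0% = DMSO neutral wells and 100% = GW8510 positive control wells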
# HDAC3 inhib: blocks human histone deacetylase 3. O15379. recombinant HDAC3, fluorogenic peptide/trypsin coupled, fluorescence. inhibition, % at 8.3 µM. actives 0.15% (n = 320,000); in the data active means inhibition above about 26%, passing the limit was not always enough; inconclusive means no clear call, values can overlap the other calls
# Target sequence (O15379 whole entry, looked up): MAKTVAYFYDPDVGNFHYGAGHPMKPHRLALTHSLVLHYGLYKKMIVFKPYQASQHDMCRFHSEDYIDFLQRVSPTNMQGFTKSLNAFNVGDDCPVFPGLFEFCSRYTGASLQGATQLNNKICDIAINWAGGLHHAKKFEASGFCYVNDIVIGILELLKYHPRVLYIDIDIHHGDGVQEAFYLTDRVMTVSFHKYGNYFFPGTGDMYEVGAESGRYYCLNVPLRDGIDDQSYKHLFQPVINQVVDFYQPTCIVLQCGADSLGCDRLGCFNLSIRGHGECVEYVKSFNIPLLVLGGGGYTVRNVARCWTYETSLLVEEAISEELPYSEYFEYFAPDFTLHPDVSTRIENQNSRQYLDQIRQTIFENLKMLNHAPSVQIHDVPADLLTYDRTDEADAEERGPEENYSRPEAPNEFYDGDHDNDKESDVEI
# DYRK1A inh: blocks rat Dyrk1A kinase activity. actives 0.43% (n = 310,000). ADP-Glo luminescence, NFATc1 peptide. Q63470. inhibition, % at 12.5 µM. AID 504441; in the data active means inhibition above about 50%;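 further: plate controls were vehicle with enzyme for no effect and no enzyme for full effect; many of its hits are not listed in these tables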
# HSF1 activator: increases HSF-1 driven luciferase reporter signal. actives 1.7% (n = 300,000). activation, % at 9 µM. NIH3T3-HGL HSF-1 luciferase reporter, MG132, 8 h; 100% = twice DMSO control signal;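 active means mean replicate activation of at least 50% with a set share of replicates each reaching 50%; inconclusive means only one of those two conditions met; inactive means mean below 50% and too few replicates reaching it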;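 further: 0% = median of the neutral control wells and 100% = twice that signal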
# HSF1 inh: HSF1 inhibition; activity change, negative = inhibition, % at 7.5 µM (by protocol); NIH3T3-HGL HSE-luciferase, MG132-induced, luminescence 8 h; stronger effect = lower value; actives 0.77% (n = 300,000);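 active means more than half of replicate wells show activity change below -50%, luminescence cut by over half; inconclusive means some wells, but at most half, below -50%; inactive means no replicate well below -50%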;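 further: luciferase reports HSF-1 transcriptional activity via heat shock element; 0% = median of DMSO wells and -100% = zero luminescence signal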
# HSP90 refold inh: blocks HSP90-mediated luciferase refolding in reticulocyte lysate. Rabbit reticulocyte lysate, luciferase refolding luminescence, 3 h. inhibition, % at 5.6 µM. actives 0.91% (n = 290,000). AID 1789;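 active means inhibition above the screen-wide mean plus 3 SD, computed separately per campaign, cut at about 16% in these data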;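 further: 0% = DMSO wells and 100% = 60 µM geldanamycin wells; inhibitors lower the luminescence because luciferase stays unfolded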
# PolyA inhibitor: blocks polyadenylation in yeast reporter cells; calls only at 12 µM; S. cerevisiae SKY197-pL101 polyadenylation reporter, beta-gal luminescence; efflux-impaired pdr1/pdr3 knockout yeast; score 100 = 6 SD above DMSO; actives 0.02% (n = 300,000);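 active means lowest replicate activity score at least 50, where 100 means six control SD above control mean; inconclusive means lowest score under 50 but half or more replicates reach 50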;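 further: yeast exposed to compound for 9 h at 30 °C; higher score means more reporter readthrough which indicates perturbed polyadenylation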
# GSK3B inh: human GSK3beta kinase inhibition. P49841. GST-GSK3beta kinase, ADP-Glo luminescence, 60 min; stronger effect = lower value. activity score (negative = inhibition), % at 10 µM. actives 0.038% (n = 300,000). AID 2097;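 active means more than half of replicate wells score below -50%, meaning over 50% inhibition versus plate controls; inconclusive means some replicates but at most half score below -50%; inactive means no replicate scores below -50%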;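 further: 0% = median DMSO wells and -100% = median GW8510 positive control wells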
# Target sequence (P49841 whole entry, looked up): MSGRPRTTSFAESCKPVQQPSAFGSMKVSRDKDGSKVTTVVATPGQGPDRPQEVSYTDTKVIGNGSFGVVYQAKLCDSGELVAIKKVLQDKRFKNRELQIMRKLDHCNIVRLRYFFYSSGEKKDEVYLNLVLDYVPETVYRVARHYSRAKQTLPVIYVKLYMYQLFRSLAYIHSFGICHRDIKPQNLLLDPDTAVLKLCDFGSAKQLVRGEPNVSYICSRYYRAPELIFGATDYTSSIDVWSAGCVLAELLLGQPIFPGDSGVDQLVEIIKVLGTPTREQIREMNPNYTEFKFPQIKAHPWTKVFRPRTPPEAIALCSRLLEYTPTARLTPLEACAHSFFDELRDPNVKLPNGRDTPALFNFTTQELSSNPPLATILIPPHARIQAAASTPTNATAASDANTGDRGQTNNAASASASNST
#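 Assay system: GST-fused GSK3beta enzyme, cell-free / Medium: Tris pH 7.5 buffer with MgCl2, DTT, BSA, heparin / Also added: peptide substrate plus 25 µM ATP (final) / Compound: 10 µM single point / Timing: kinase reaction with compound 60 min at room temperature / Detection: ADP-Glo luminescence / Benchmarks: DMSO neutral wells and GW8510 at 20 µM as positive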
# AI-2 QS mod: Vibrio harveyi AI-2 quorum sensing modulation. Vibrio harveyi JMH597 AI-2 luminescence/OD600 ratio, 9 h; stronger effect = lower value; strain lacks LuxN and CqsS sensors; 0 = neutral-control median. activity change, % at 7.5 µM. actives 0.4% (n = 300,000). AID 2094; in the data active means activity change below about -75%, passing the limit was not always enough; inconclusive means no clear call, values can overlap the other calls;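 further: luminescence divided by OD600 gain over 9 h not by final OD600 alone; inactives centre near 13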
# * marks the source's active call; other numbers are inactive results; i = inactive; u = inconclusive; x = not tested or not shown; & = joins results of further samples. A portion of the library; the hit share may differ from the screen's.
Molecule,AI-2 QS mod,HSF1 inh,GSK3 alpha inh,Platelet DG rel,HSF1 activator,PolyA inhibitor,HSP90 refold inh,GSK3B inh,HDAC3 inhib,DYRK1A inh
CCOc1ccc(CCNC(=O)CN2C(=O)CCSc3ccccc32)cc1,2,1,1,10,5,i,0,2,-7,0
C=CCc1c(OC)ccc2c1c(S(=O)(=O)c1ccc(C)cc1)cn2COC,20,4,-1,-2,2,i,5,3,-6,2
CCC(=O)Nc1ccc(S(=O)(=O)Nc2c(NC)c3ccccc3oc2=O)cc1,16,3,0,-3,2,i,-3,2,-4,-5
COC(=O)c1ccccc1NC(=O)c1ccccc1OC,2,6,-2,-5,-16,i,3,-7,-1,6
CCn1c(SCC(=O)NC2CCCC2)nnc1-c1ccoc1C,x,7,0,-2,16,i,3,x,-3,0
O=C(NCCc1c[nH]c2ccc(Cl)cc12)c1ccc([N+](=O)[O-])cc1,16,15,-3,3,43,i,1,4,1,-7
Cn1c(CN2CCOCC2)nc2cc(NC(=O)c3ccc(F)cc3)ccc21,0,1,1,-2,11,i,0,0,7,4
O=S(=O)(NCCSc1ccc(Cl)cc1)c1ccc(F)cc1,-56,-6,-2,-2,21,i,-5,1,1,0
Cn1c(=N)c(S(=O)(=O)c2ccccc2)cc2c(=O)n3ccccc3nc21,x,x,-4,x,x,x,-2,x,-5,6
CCCc1cc(=O)oc2cc(C)cc(OCC(=O)O)c12,18,-7,10,-5,-4,i,4,0,-36,3
Cc1c(C)n(CCc2c[nH]c3ccccc23)ccc1=O,5,-5,-2,0,-15,i,-2,1,3,x
CC(=O)c1ccc(S(=O)(=O)Nc2ccc(-c3ccc4nnc(C)n4n3)cc2)cc1,20,15,-1,-2,26,i,0,2,7,1
Cc1ccccc1NC(=S)NCc1ccc2c(c1)OCO2,-1,2,-2,2,3,i,-2,-1,4,5
O=C(CNS(=O)(=O)c1ccccc1)N1CCc2ccccc2C1,6,10,-3,2,17,i,0,0,-3,-1
CCCc1[nH]nc2c1C(c1cc(OC)ccc1F)C(C#N)=C(N)O2 (stereo not given),17,30,-1,-7,74*,i,3,3,-1,-5
CCS(=O)(=O)c1ccc2oc(SCC(=O)NC3CCCC(C)C3C)nc2c1 (stereo not given),31,-2,-1,-4,-7,i,5,1,8,12
CC(C)NC(=O)c1ccc(COc2ccc(C(C)(C)C)cc2)o1,-2,3,-1,-13,16,i,6,-3,0,2
Cc1ccc(S(=O)(=O)N(C)C)cc1NC(=O)c1cc(-c2ccco2)nc2ccccc12,28,-11,-3,8,-15,i,3,2,-1,-2
CC(C)(C)c1cc(C(=O)N/N=C/c2ccccc2O)n(-c2ccccc2)n1,41,3,1,-2,20,x,1,0,-2,-3
COc1ccc2c(c1)[nH]c1c(N3CCSCC3)ncnc12,19,-7,1,5,14,i,-2,3,-6,34
CCOC(=O)c1c(NC(=O)CCCN2CCOCC2)sc2c1CC(C)(C)OC2,26,-7,-1,0,-10,i,-2,4,5,x
Nc1ccc(C(=O)N/N=C/c2cn(Cc3ccccc3F)c3ccccc23)cc1,15,-6,1,-11,15,i,-2,1,0,6
COCc1cc(=O)[nH]c(Nc2nc3ccccc3o2)n1,44,52,2,3,84*,i,3,0,1,-1
Cc1cc(C)nc(N2CCC(C(=O)NCCc3ccc(F)cc3)CC2)n1,35,4,1,9,18,i,3,0,-3,x
Cc1ccccc1N1C(=O)CN(Cc2sccc2C)C1=S,23,3,-8,0,-1,i,4,-2,2,-9
Cc1nnc(SCC(=O)NC2CC2)n1-c1ccccc1,12,0,-4,2,6,i,-2,0,x,-2
CCC(CC)c1nnc(NC(=O)c2cc(C(=O)OC)cc([N+](=O)[O-])c2)s1,10,4,-2,3,-11,i,0,-5,-2,-1
Cc1noc(C)c1C(=O)Nc1ccc(C#N)cc1,10,2,-1,4,-1,i,-3,-1,-3,-2
CC1C(c2ccccc2)=[N+]([O-])C2(CCCCC2)N1O (stereo not given),4,4,-1,0,1,i,-2,0,6,-5
CCC(=O)N(c1ccc(F)cc1)C1C=CS(=O)(=O)C1 (stereo not given),-14,-6,4,2,-8,i,1,2,2,-4
COc1cccc2sc3ccc(NCc4ccc5c(c4)OCO5)cc3c(=O)c12,8,2,-3,18,5,i,-4,1,6,7
Cn1cc(CN2CCCCC2CO)c(-c2ccc(Oc3ccccc3)cc2)n1 (stereo not given),14,0,1,3,7,x,-1,2,-1,0
Cc1cccc(-n2ccnc2SCC(=O)Nc2ccc3c(c2)OCCO3)c1,-10,9,-2,4,18,i,0,-1,-5,11
COc1cccc(N2CC(NS(=O)(=O)c3cccnc3)CC2=O)c1 (stereo not given),6,-13,-2,10,-16,i,x,2,2,4
CN(C)c1ccc(NC(=O)CN2CCC(C(=O)c3ccc(F)cc3)CC2)cc1,19,5,13,4,17,i,4,2,-2,-2
COc1cc(/C=N/Nc2ccc(C(=O)O)cc2)cc(OC)c1OC,17,-26,-3,1,-24,i,11,2,3,6
COc1ccc(NC(=O)c2ncn[nH]2)cc1,-2,0,0,-4,-2,i,-4,-1,2,5
CN(C)c1ccc(/C=C/c2nc3ccccc3c(=O)n2CCO)cc1,-9,9,-1,-3,-8,i,-1,2,2,1
COc1cccc(C(=O)NCCCn2ccnc2)c1,10,-8,-1,10,11,i,5,-1,-7,3
COc1cccc(NC(=S)N(CCN(C)C)C(C)c2cccnc2)c1 (stereo not given),21,23,-1,-3,46,i,0,0,1,x
O=[N+]([O-])c1ccc2oc(-c3cccc(O)c3)nc2c1,-7,25,3,22,44,i,3,2,11,x
CCOC(=O)c1cnn(-c2ccccc2)c1N,25,2,1,10,7,i,3,0,7,-4
CCN(CC)C(=O)CSc1nnc(-c2ccc(F)cc2)n1N,23,-3,2,8,-12,i,-3,2,10,-1
CC(C)CC(=O)Nc1ccc2ccccc2c1,2,6,-4,0,1,i,3&-3,4,-2,x
Cc1cc(C)c2sc(N(CCCN(C)C)C(=O)c3ccc(S(=O)(=O)N(C)Cc4ccccc4)cc3)nc2c1,12,0,-1,1,8,i,x,2,14,-4
COc1ccc(NC(=O)C(C)N2CCN(C)CC2)cc1 (stereo not given),4,2,6,-2,7,i,3,-3,3,4
C=CCOn1c(=O)c(C)[n+]([O-])c2ccccc21,-4,2,2,4,-14,i,6,0,-3,-1
CCN1CCN(c2nc3c(C)cccn3c(=O)c2/C=C(\C#N)C(=O)NCCCOC)CC1,12,0,0,7,7,i,0,-1,-59,-1
CC(C)c1csc(CN2CCC(CO)(Cc3cccc(F)c3)CC2)n1,-55,0,0,-1,5,i,3,-1,3,14
Cc1ccc(CN2CCSc3ccc(C(=O)NCC4CCCO4)cc32)cc1 (stereo not given),7,20,-1,3,42,i,-3,-1,-19,0
Cc1nc2c3cnn(-c4ccc(C)c(C)c4)c3ncn2n1,0,21,x,-13,u,i,-2,2,-5,2
Cc1ccc(SCC(=O)OCC(=O)NCc2cccs2)cc1,14,-4,-1,1,-5,i,x,-3,2,1
O=C(Nc1ccc(Cl)cc1)Nc1ccc2c(c1)N1CCN=C1S2,10,-1,-1,-1,5,i,-2,-1,1,68*
CCCOC(=O)C1=C(C)NC(=O)NC1c1ccc(Br)s1 (stereo not given),-32,6,-3,6,19,i,2,6,-8,0
O=C(NCc1ccc(F)cc1Cl)C1CCN(S(=O)(=O)N2CCCCC2)CC1,7,6,-1,0,-1,i,-3,-3,-5,-1
Cc1ccc(-c2csc(NC(=O)CSc3nnc4c(n3)[nH]c3ccccc34)n2)cc1,x,x,-2,x,x,x,-2,x,1,-5
Cc1ccc(C(=O)NN2C(=O)/C(=C/c3cn(C)c4ccccc34)SC2=S)cc1,x,x,-1,x,x,x,5,x,6,0
CC(=O)c1cc(-c2ccccc2)n(CC(=O)N2CCC(N3CCCCC3)CC2)c1C,5,-2,x,5,-14,i,-2,1,x,6
O=C(CN1CCN(S(=O)(=O)c2ccccc2F)CC1)Nc1ccccc1C(=O)c1ccccc1,-15,2,0,0,-10,i,4,0,1,1
O=[N+]([O-])/C(N=Nc1ccccc1)=N\Nc1ccccc1,42,u,-2,7,-26,i,1,-7,-13,4

# (listing goes on)
Molecule,AI-2 QS mod,HSF1 inh,GSK3 alpha inh,Platelet DG rel,HSF1 activator,PolyA inhibitor,HSP90 refold inh,GSK3B inh,HDAC3 inhib,DYRK1A inh
COc1ccc(CC(=O)OCc2nnc(C3COc4ccccc4O3)o2)cc1OC (stereo not given),18,1,-2,-3,4,i,3,0,-1,-2
CSc1ccccc1NC(=O)Cc1ccc(Br)cc1,15,10,0,-6,19,i,2,-1,1,0
COc1ccc(-c2ccc(SCC(=O)N3CCOCC3)nn2)cc1OC,13,-15,3,-1,-24,i,5,0,2,3
CCOC(=O)C1=C(C)NC(SC(C)=O)=NC1c1ccc(OC(C)=O)c(OC)c1 (stereo not given),-6,-14,-3,6,-7,i,0,-3,9,5
CSc1ccc(CNC2CC2)cc1,36,1,-2,0,3,i,0,0,0,-4
Cc1cc(C)nc(N2CCCC(C(=O)Nc3cccc(Cl)c3)C2)n1 (stereo not given),12,12,-18,1,17,i,1,-1,-10,-2
O=C(COC(=O)CNC(=O)c1ccccc1F)Nc1cccnc1Cl,12,-77*,0,-38,-81,i,-6,-2,5,-4
Cc1ccc(C)c(S(=O)(=O)Nc2ccc(C(=O)NCCc3ccccn3)cc2)c1,6,1,-2,-6,13,i,-5,-3,4,x
O=C(O)c1ccc(N2CCN(C(c3ccccc3)c3ccccc3)CC2)c([N+](=O)[O-])c1,-1,6,-8,2,13,i,-12,3,6,-8
COC(=O)[C@@]1(Cc2ccc(OC)cc2)[C@@H]2[C@@H](CC(=O)[C@H]2CC(=O)C(=O)N(C)C)CN1C(=O)c1ccccc1,6,3,-5,-2,-12,i,-2,0,-6,11
CCNC(=O)Oc1ccc(-c2csnn2)cc1,9,0,2,3,12,i,-4,-18,4,19
COc1cccc(C(=O)OCCN2CCOCC2)c1,20,6,-2,11,6,i,8,3,0,1
COc1cc(O)c(C(CCN2CCCCC2)c2cc(OC)c(OC)c(OC)c2)c(OC)c1 (stereo not given),7,-7,-2,11,-15,i,x,2,6,34
O=C(NC(CO)C(O)c1ccc([N+](=O)[O-])cc1)C(Cl)Cl (stereo not given),-6,0,-1,0,0,i,-3,-8,-7,7
COC(=O)c1ccc2[nH]c(C)c(CN3CCCC3)c(=O)c2c1,x,2,x,0,-7,i,3,x,x,-8
O=c1cc(NS(=O)(=O)c2ccccc2)nc(SCc2ccccc2Cl)[nH]1,8,3,-1,6,-16,i,-1,0,-1,-4
